All columns: NCI-60 one-dose screen, growth in % after 48 h at 10 µM unless noted; 100 = growth as untreated, 0 = no growth, -100 = all killed.
SK-MEL-5: SK-MEL-5 melanoma. AID 1794755. 80,000 tested, 6.4% active
MDA-MB-435: MDA-MB-435 melanoma; 82,000 tested, 7.8% active
UACC-257: UACC-257 melanoma; 78,000 tested, 4.4% active; AID 1794764
SK-MEL-2: SK-MEL-2 melanoma; 77,000 tested, 4.7% active
M14: M14 melanoma; 80,000 tested, 6.2% active
SK-MEL-28: SK-MEL-28 melanoma. 81,000 tested, 4.1% active
A549/ATCC: A549/ATCC NSCLC; 81,000 tested, 3.7% active; AID 1794740
UACC-62: UACC-62 melanoma; 81,000 tested, 5.4% active
An asterisk follows results filed as active; · = not tested or not shown; & = joins results of further samples. Rule for the calls: active = growth percent below 10; inactive = the rest.

| smiles | SK-MEL-5 | MDA-MB-435 | UACC-257 | SK-MEL-2 | M14 | SK-MEL-28 | A549/ATCC | UACC-62 |
| --- | --- | --- | --- | --- | --- | --- | --- | --- |
| C[C@H]1[C@H]2[C@H]3CC[C@@H]4[C@@]5(C)CC[C@H](O)C(C)(C)[C@@H]5CC[C@@]4(C)[C@]3(C)CC[C@]23CO[C@]1(C)[C@@H](C(=O)/C=C\c1ccco1)C3 | 8.6* | 18 | -8.9* | 9.5* | 34 | 37 | 104 | 7.2* |
| CCCCCC(=O)OC1CCCCC1C (stereo not given) | 101 | 104 | · | 117 | 104 | 102 | 104 | 103 |
| CCCCCC(C)NCC(O)Cc1ccccc1 (stereo not given) | 96 | 103 | 92 | 102 | 94 | 109 | 92 | 92 |
| Cn1c(=O)[nH]c2nc(N)[nH]c(=O)c21 | 104 | 99 | 105 | 96 | 98 | 110 | 104 | 111 |
| COc1ccc(Cn2cc3c(c2-c2ccccc2)CCc2cnc(N)nc2-3)cc1 | 101 | 67 | 103 | 100 | 97 | 120 | 94 | 72 |
| CSc1nc2c(c(=O)[nH]1)C1(C(=O)N(Cc3ccccc3)c3ccccc31)c1c(nc(SC)[nH]c1=O)N2 | 102 | 100 | 103 | 134 | 102 | 109 | 105 | 100 |
| O=C(O)C(S)c1ccc2ccccc2c1 (stereo not given) | 105 | 132 | 110 | 90 | 100 | 88 | 105 | 93 |
| O/N=C\c1cc(-c2ccc(I)cc2)on1 | 98 | 100 | 99 | 126 | 100 | 107 | 95 | 93 |
| Fc1ccc(-c2nc3ccccc3n3cccc23)cc1 | 95 | 104 | 108 | 112 | 103 | 107 | 100 | 85 |
| CS(=O)(=O)Nc1ccc(C(=O)CC2(O)C(=O)Nc3ccccc32)cc1 (stereo not given) | 99 | 104 | 107 | 110 | 103 | 112 | 112 | 101 |
| COc1ccc2c(c1)[nH]c(=O)c1c3cc(OC)c(OC)cc3cn21 | -6.6* | -20* | 83 | 6.6* | 24 | 61 | -22* | 49 |
| CC1CCC(O)(C(C(=O)O)c2ccccc2)CC1 (stereo not given) | · | 105 | 85 | 120 | 113 | 121 | 93 | 97 |
| Nc1nc(SCc2ccco2)nc2nc[nH]c12 | 111 | 111 | 95 | 116 | 108 | 109 | 94 | 96 |
| NCCCCC(N)C(=O)NC(CCCN=C(N)N)C(=O)O (stereo not given) | 112 | 116 | 102 | 123 | 114 | 104 | 98 | 112 |
| Clc1ccc(C(c2ccccc2Cl)C(Cl)Cl)cc1 (stereo not given) | 105 | 93 | · | 89 | 87 | 99 | · | 89 |
| C=CCN1CC(C(=O)C2CNc3ccccc32)=C(O)C1=O (stereo not given) | 101 | 102 | 108 | 113 | 101 | 112 | 107 | 93 |
| Oc1ccc(-c2nc3c4c(-c5ccccc5)c(-c5ccccc5)oc4ncn3n2)cc1 | 96 | 93 | 111 | 103 | 95 | 105 | 89 | 94 |
| CSc1ccc2c(c1)N(C(=O)/C(C#N)=C/c1ccc(Cl)cc1Cl)c1ccccc1S2 | 93 | 95 | 91 | 99 | 95 | 99 | 88 | 82 |
| COc1cc(OC)cc(-c2cncn2-c2ccc(-c3nc4cc(OC)c(OC)c(OC)c4s3)cc2)c1 | 36 | 52 | 74 | 83 | 47 | 80 | 41 | 65 |
| COc1ccc(CCNC(=O)/C(=C\c2ccc3c(c2)OCO3)NC(=O)c2ccccc2)cc1OC | 101 | 102 | 100 | 116 | 101 | 111 | 103 | 97 |

3 compounds picked at random from the list so far:
| smiles | SK-MEL-5 | MDA-MB-435 | UACC-257 | SK-MEL-2 | M14 | SK-MEL-28 | A549/ATCC | UACC-62 |
| --- | --- | --- | --- | --- | --- | --- | --- | --- |
| Fc1ccc(-c2nc3ccccc3n3cccc23)cc1 | 95 | 104 | 108 | 112 | 103 | 107 | 100 | 85 |
| CCCCCC(=O)OC1CCCCC1C (stereo not given) | 101 | 104 | · | 117 | 104 | 102 | 104 | 103 |
| CC1CCC(O)(C(C(=O)O)c2ccccc2)CC1 (stereo not given) | · | 105 | 85 | 120 | 113 | 121 | 93 | 97 |

(next part)
| smiles | SK-MEL-5 | MDA-MB-435 | UACC-257 | SK-MEL-2 | M14 | SK-MEL-28 | A549/ATCC | UACC-62 |
| --- | --- | --- | --- | --- | --- | --- | --- | --- |
| C/C(=N\NC(=O)CSc1nc2ccccc2c(=O)n1CCc1ccc(S(N)(=O)=O)cc1)c1ccc(N)cc1 | 73 | 93 | 91 | 81 | 99 | 108 | 102 | 85 |
| CC(C)c1ccc(S(N)(=O)=O)cc1 | 98 | 105 | 83 | 89 | 99 | 104 | 77 | 90 |
| NC1=NC(c2ccc(Br)cc2)N=C(Nc2nn[nH]n2)N1 (stereo not given) | 95 | 96 | 100 | 105 | 100 | 115 | 98 | 94 |
| Oc1ccc2ccccc2c1CN(Cc1ccccc1)Cc1cc(Cl)cc(Cl)c1O | 96 | 111 | 94 | 94 | 102 | 115 | 92 | 87 |
| CCOC(=O)c1c(C)nc2c(c1N)/C(=C/c1cccs1)C(=O)N2CCc1ccc(OC)c(OC)c1 | 76 | 102 | 110 | 86 | 102 | 92 | 66 | 78 |
| Cc1ccc(NS(=O)(=O)c2ccccc2)cc1 | 102 | 98 | 102 | 109 | 94 | 99 | 105 | 88 |
| Cc1ccc(-c2cc(-c3ccccn3)[nH]c(=O)c2C#N)cc1 | 99 | 96 | 107 | 112 | 86 | 103 | 106 | 94 |
| Brc1ccc(-c2csc(Nc3ccccn3)n2)cc1 | 76 | 88 | 105 | 70 | 97 | 149 | 91 | 76 |
| Cn1c(=O)c2nc(CC(=Nc3cccc(C(F)(F)F)c3)c3ccccc3)c(=O)[nH]c2n(C)c1=O | 96 | 98 | 97 | 101 | 103 | 101 | 102 | 96 |
| CCC(O)(CCN(C)C)c1ccccc1 (stereo not given) | 97 | 108 | 122 | 106 | 99 | 100 | 94 | 104 |
| Cn1c2ccccc2c2c3c(c4c5ccc(Br)cc5oc4c21)C(=O)NC3=O | 96 | 102 | 97 | 101 | 90 | 95 | 97 | 79 |
| NC(=S)N/N=C(\c1ccc(Br)cc1)C1CC1 | 96&100 | 92&92 | 63 | 93 | 84&88 | 103&102 | 103 | 98 |
| O=S(=O)(O)c1ccc2c3c(ccc(Cl)c13)CC2 | 99 | 107 | · | 104 | 93 | 105 | 99 | 100 |
| CCCCC(CC)CNc1ncnc2[nH]ncc12 (stereo not given) | 93 | 97 | 106 | 101 | 95 | 112 | 102 | 89 |
| COc1cc(NC(=O)c2ccc(C)cc2)ccc1C(=O)NC(=S)Nc1ccc(C(=O)O)cc1 | 94 | 104 | 96 | 98 | 99 | 97 | 98 | 84 |
| CCCNC(=O)Oc1ccc(/C(=C(\C)c2ccccc2)c2ccc(OCCN(CC)CC)cc2)cc1 | 70 | 72 | 42 | 105 | 40 | 74 | 81 | 78 |
| O=C(NCc1ccccc1)C(O)C(Cc1ccccc1)N(Cc1ccccc1)Cc1ccccc1 (stereo not given) | 71 | 78 | 91 | 92 | · | 102 | 62 | 43 |
| CCCCCSc1nc(N)nc2nc[nH]c12 | 91 | 116 | 100 | 124 | 101 | 116 | 111 | 85 |
| CC(=O)Nc1ccc(N2C(=O)CSC23C(=O)Nc2ccccc23)cc1 (stereo not given) | 100 | 108 | 103 | 81 | 93 | 106 | 94 | 85 |
| NC1=NC(c2ccc(Cl)cc2)c2c(n[nH]c2N)N1 (stereo not given) | 103 | 101 | 100 | 103 | 107 | 105 | 100 | 92 |
| C(CCN1CCOCC1)CN1CCOCC1 | 101 | 97 | · | · | 102 | 105 | 96 | 101 |
| Cn1cnc([N+](=O)[O-])c1/C=C1\Oc2ccc(Cl)cc2C1=O | 92 | 86 | 85 | 82 | 88 | 105 | 98 | 91 |
| O=C1CC2CC=CCN2C=C1NC(=O)c1ccccc1 (stereo not given) | 98 | 98 | 71 | 92 | 94 | 101 | 81 | 108 |
| CN(C)C1=NC(=O)C(c2c[nH]c3ccccc23)=N1 | 95 | 104 | 100 | 102 | 95 | 106 | 103 | 88 |
| O=C(Nc1cccc(C2=NCCN2)c1)c1ccc(C(=O)Nc2cccc(C3=NCCN3)c2)cc1 | 102 | 103 | 107 | 102 | 104 | 112 | 94 | 104 |
| Cc1nc(C)c(CSC2N=C(c3ccccc3)c3cnn(-c4ccccc4)c3N2)nc1C (stereo not given) | 100 | 104 | 104 | 101 | 95 | 95 | 97 | 72 |
| N#CC(CCc1ccccn1)c1ccccc1 (stereo not given) | 101 | 109 | 101 | 102 | 99 | 111 | 103 | 91 |
| CCC(=O)COC(C)=O | 103 | 90 | 95 | 126 | 100 | 98 | 95 | 113 |
| COc1ccc(CN2CCc3c(Sc4ccccc4)nc(N)nc3C2=O)c(OC)c1 | 51 | 61 | 51 | 59 | 62 | 91 | 60 | 53 |
| Cc1ccc(C(=O)C[n+]2ccn(CCC(=O)Nc3cccc4cccnc34)c2)cc1 | 94 | 104 | 84 | 109 | 105 | 105 | 97 | 89 |
| CCOC(=O)c1[nH]c2c(c1Cl)CCc1cnoc1-2 | 106 | 100 | 111 | 98 | 125 | 121 | 101 | 107 |
| O=S(=O)(O)c1ccc(N=Nc2c(S(=O)(=O)O)cc3cc(S(=O)(=O)O)cc(O)c3c2O)cc1 | 117 | 109 | 100 | 105 | 99 | 104 | 97 | 105 |
| Cc1[nH]c(=O)[nH]c(=O)c1Cc1ccccc1 | 102 | 108 | 96 | 115 | 104 | 111 | 97 | 104 |
| c1ccc(-c2cnc3sc(C(c4ccccc4)c4ccccc4)nn23)cc1 | 109 | 104 | 92 | 102 | 98 | 106 | 96 | 89 |
| BrC1C2CCC(C2)C1Br (stereo not given) | 102 | 98 | 101 | 104 | 96 | 104 | 98 | 98 |
| COc1cc(/C=C/C(=O)c2ccc(NC(=O)CSc3nnc(-c4cc(OC)c(OC)c(OC)c4)o3)cc2)cc(OC)c1OC | 96 | 90 | 89 | 105 | 98 | 103 | 99 | 93 |
| CCCCOC(=O)CSC#N | 98 | 95 | 101 | 120 | 100 | 113 | 101 | 97 |
| CN1CCC(=O)N1 | 94 | 114 | 104 | 105 | 100 | 107 | 98 | 94 |
| CC(=O)OC(OC(C)=O)C(CSC#N)SC#N (stereo not given) | 97 | 106 | 97 | 101 | 96 | 102 | 95 | 87 |
| O=C(c1ccc(O)cc1)C1[C@H](c2ccccc2Br)[C@@H](c2ccccc2)NC12C(=O)Nc1ccc(Br)cc12 (stereo not given in full) | 57 | 34 | 65 | 38 | 55 | 78 | 34 | 42 |
| c1ccc(Cn2cc3c(c2)-c2ncncc2CC3)cc1 | 104 | 105 | 115 | 106 | 115 | 112 | 102 | 94 |
| Clc1nc2ccccc2nc1CI | 83 | 89 | 119 | 64 | 55 | 103 | 117 | 100 |
| Oc1ccccc1C=Nc1ccccc1N=Cc1ccccc1O.[Cu+2] | 24 | 56 | 45 | · | 65 | 85 | 66 | 44 |
| NS(=O)(=O)c1ccc(Nc2nc(Nc3ccccc3)nc(N3N=C(c4ccc(Cl)cc4)CC3c3ccc([N+](=O)[O-])cc3)n2)cc1 (stereo not given) | 87 | 67 | 97 | 99 | 77 | 79 | 85 | 95 |
| O=C1/C(=C/c2ccc(Cl)cc2)Cc2ccccc21 | 94 | 103 | 89 | 89 | 106 | 114 | 79 | 95 |
| COc1ccc2nc(-c3cc(-c4ccc5c(c4)OCO5)n[nH]3)[nH]c2c1 | 34 | 71 | 92 | 71 | 66 | 81 | 84 | 74 |
| CNS(=O)(=O)c1ccc(C)cc1C | 102 | 105 | 97 | 110 | 108 | 105 | 97 | 102 |
| CN(C)Cc1cc(C(C)(C)CC(C)(C)C)ccc1O | 100 | 107 | 112 | 71 | 98 | 109 | 111 | 99 |
| Oc1ccc(CCc2ccccn2)cc1 | 96 | 101 | 105 | 101 | 119 | 108 | 98 | 107 |
| COc1ccc(C/C(C)=C(/c2ccc(OCCN3CCOCC3)cc2)c2ccc(OC(=O)NCc3ccccc3)cc2)cc1 | 101 | 95 | 102 | 109 | 101 | 96 | 89 | 100 |

Single records, from the list above. Order of values: SK-MEL-5	MDA-MB-435	UACC-257	SK-MEL-2	M14	SK-MEL-28	A549/ATCC	UACC-62
N#CC(CCc1ccccn1)c1ccccc1 (stereo not given) in the list: 101	109	101	102	99	111	103	91
CN(C)Cc1cc(C(C)(C)CC(C)(C)C)ccc1O in the list: 100	107	112	71	98	109	111	99

Next part.
| smiles | SK-MEL-5 | MDA-MB-435 | UACC-257 | SK-MEL-2 | M14 | SK-MEL-28 | A549/ATCC | UACC-62 |
| --- | --- | --- | --- | --- | --- | --- | --- | --- |
| COc1ccc(CN2C(=O)/C(=C\c3cc(OC)c(OC)c(OC)c3)c3cc(OC)ccc32)cc1 | 1.6* | 0.0* | 26 | -13* | -28* | -32* | 3.0* | -10* |
| COCn1ccnc1C(=O)c1ccco1 | 99 | 111 | 103 | 100 | 100 | 108 | 100 | 105 |
| CCOC(=O)C(Cc1ccc(O)cc1)NC(=O)C(CCCCN)N(C(=O)OCc1ccccc1)C(=O)OCc1ccccc1 (stereo not given) | 102 | 114 | 127 | · | 97 | 109 | 115 | 110 |
| COc1ccc2[nH]cc(CCNC(=O)CN3C(=O)/C(=C/c4ccco4)SC3=S)c2c1 | 100 | 104 | 115 | 122 | 111 | 98 | 112 | 90 |
| O=C(c1cc2ccccc2o1)c1nn(-c2ccccc2)c2nc3nc(-c4cc5ccccc5o4)cc(-c4c[nH]c5ccccc45)c3c(=O)n12 | 94 | 110 | 103 | 107 | 97 | 105 | 93 | 77 |
| NNc1nc(N2Cc3ccccc3C2=O)n[nH]1 | 101 | 102 | 102 | 106 | · | 106 | 99 | 93 |
| C#CCOc1ccc(/C=N/Nc2nc(-c3ccc(OC)cc3)cs2)cc1OCC#C | 19 | 78 | 68 | 94 | 87 | 98 | 81 | 75 |
| CCOC(=O)C1=CN(C)C=C(C(=O)OCC)C1c1cc(Br)c(OCC)c(OC)c1 | 36 | 16 | -50* | 72 | -37* | 19 | 66 | -48* |
| O=C(N/N=C/c1ccc(OC(F)F)c(OC2CCCC2)c1)c1cnn2c1NC(c1ccccc1)C2 (stereo not given) | 71 | 18 | 88 | 91 | 83 | 89 | 74 | 71 |
| c1ccc(CNc2ccccc2)cc1 | 102&98 | 112&105 | 97&110 | 113&103 | 106&105 | 117&113 | 104&101 | 102&117 |

Compound activity from PubChem BioAssay.
